Source: PubChem (Broad Institute)
GASC1 inh: blocks human GASC-1 (KDM4C) demethylase activity | Q9H3R0 | GST-KDM4C 2-372, H3K9me3 peptide, LANCE TR-FRET | inhibition, % at 12.5 µM | hit rate 0.15% among 96,000 | AID 720574;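 active = mean replicate inhibition above about 25%, with at least 55% of replicates also reaching it, limit read from the data, passing the limit was not always enough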
Target sequence (Q9H3R0 2-372 limits assumed): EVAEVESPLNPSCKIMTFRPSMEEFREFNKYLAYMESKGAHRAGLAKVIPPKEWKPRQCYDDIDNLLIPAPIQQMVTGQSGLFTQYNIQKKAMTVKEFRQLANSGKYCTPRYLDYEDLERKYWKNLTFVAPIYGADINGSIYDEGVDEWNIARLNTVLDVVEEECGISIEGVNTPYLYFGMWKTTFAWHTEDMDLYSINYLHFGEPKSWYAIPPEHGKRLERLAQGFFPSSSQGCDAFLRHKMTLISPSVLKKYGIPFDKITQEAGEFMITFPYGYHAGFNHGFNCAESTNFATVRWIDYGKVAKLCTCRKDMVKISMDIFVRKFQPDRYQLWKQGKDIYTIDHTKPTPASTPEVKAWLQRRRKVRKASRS
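Test system – GST-tagged GASC-1 (JMJD2C) catalytic fragment, aa 2-372 · Medium – HEPES buffer, pH 7.5, plus ascorbate · Reagent – H3K9me3 peptide with Fe(II)/2OG · Compound – one test concentration per compound · Timing – 30 min reaction, 60 min detection, RT · Technique – TR-FRET with Eu antibody and ULight streptavidin, EDTA stop · Read-out basis – inhibition from TR-FRET ratio decrease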
Tcruzi prolif: T. cruzi proliferation inhibition; inhibition, % at 8.34 µM; AID 624255; T. cruzi beta-gal in NIH3T3, GalScreen luminescence, 90 h; hit rate 5.9% among 77,000;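 active = mean inhibition above about 93%, with at least 55% of replicates each passing it, limit read from the data, passing the limit was not always enough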
C diff HTS: C. difficile growth inhibition; Clostridium difficile clinical isolate growth, OD600, 24 h; stronger effect = lower value; growth activity, negative = inhibition, % at 16 µg/mL (by protocol); hit rate 0.25% among 86,000; AID 1259249;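 active = mean growth activity at or below -80% and every replicate also at or below -80%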;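 note: 0% = DMSO wells and -100% = levofloxacin 16 µg/mL wells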
Pf Dd2 inh: inhibitors of Plasmodium falciparum Dd2 growth. hit rate 2.3% among 94,000. activity change, % at 10 µM. P. falciparum Dd2 growth, SYBR Green, 72 h; stronger effect = lower value; in the data active = activity change below about -80%
The depositor's hits bear a star; . = not tested or not shown; & = joins results of further samples. Compounds were not picked by outcome; overall some 7.2% were active at least once.

Start of the data: the first five compounds as a preview:
SMILES	GASC1 inh	Tcruzi prolif	C diff HTS	Pf Dd2 inh
Cc1noc(C)c1S(=O)(=O)N(C)C[C@@H]1Oc2c(NS(=O)(=O)c3cn(C)cn3)cccc2C(=O)N([C@H](C)CO)C[C@H]1C	0.4	5	-5	4
Cc1noc(C)c1S(=O)(=O)N(C)C[C@H]1OCCCC[C@@H](C)Oc2ccc(NC(=O)CCCN(C)C)cc2C(=O)N([C@@H](C)CO)C[C@H]1C	3.5	-138	1	-20
COc1ccc(C#Cc2ccc([C@@H]3[C@H]4CN(C(=O)Nc5ccc(F)cc5)CCCCN4[C@H]3CO)cc2)cc1	-1.6	1	49	-7
C[C@@H](NC(=O)C[C@H]1CC[C@H]2[C@@H](COC[C@H](O)CN2Cc2cc(F)ccc2F)O1)c1ccccc1	0.0	63	-3&-4	-34
CCN1[C@H](C(=O)N(C)C)[C@@H](CO)[C@@H]2Cn3c(ccc(C4=CCCCC4)c3=O)[C@@H]21	2.5	29	-2	11

The whole of this part (from the top)
SMILES	GASC1 inh	Tcruzi prolif	C diff HTS	Pf Dd2 inh
Cc1noc(C)c1S(=O)(=O)N(C)C[C@@H]1Oc2c(NS(=O)(=O)c3cn(C)cn3)cccc2C(=O)N([C@H](C)CO)C[C@H]1C	0.4	5	-5	4
Cc1noc(C)c1S(=O)(=O)N(C)C[C@H]1OCCCC[C@@H](C)Oc2ccc(NC(=O)CCCN(C)C)cc2C(=O)N([C@@H](C)CO)C[C@H]1C	3.5	-138	1	-20
COc1ccc(C#Cc2ccc([C@@H]3[C@H]4CN(C(=O)Nc5ccc(F)cc5)CCCCN4[C@H]3CO)cc2)cc1	-1.6	1	49	-7
C[C@@H](NC(=O)C[C@H]1CC[C@H]2[C@@H](COC[C@H](O)CN2Cc2cc(F)ccc2F)O1)c1ccccc1	0.0	63	-3&-4	-34
CCN1[C@H](C(=O)N(C)C)[C@@H](CO)[C@@H]2Cn3c(ccc(C4=CCCCC4)c3=O)[C@@H]21	2.5	29	-2	11
O=C(C[C@H]1CC[C@H](NC(=O)CC2CC2)[C@H](CO)O1)NCc1ccc(-c2ccccc2)cc1	1.2	3	-1	1
CS(=O)(=O)Nc1ccc2c(c1)[C@@H]1C[C@H](CC(=O)NCc3ccc(-c4ccccc4)cc3)O[C@H](CO)[C@@H]1O2	0.4	-19	0	-8
C[C@@H]1CN([C@@H](C)CO)C(=O)c2cc(NC(=O)Nc3cccc4ccccc34)ccc2O[C@@H](C)CCCCO[C@H]1CN(C)C(=O)Nc1ccc2c(c1)OCO2	-2.1	-12	-3	7
O=C(NCC[C@H]1CC[C@@H](NS(=O)(=O)c2cccc(Cl)c2)[C@H](CO)O1)c1cnccn1	-1.2	-75	-3	-10
C[C@H]1CN([C@@H](C)CO)C(=O)c2cc(-c3cccc(C#N)c3)cnc2O[C@H]1CN(C)C(=O)C1CCC1	1.5	-118	-4	2
CO[C@H]1CN(C)C(=O)c2cc(NC(=O)c3ccc(F)cc3)ccc2OC[C@H](C)N(C(=O)CN(C)C)C[C@H]1C	0.8	35	2	-4
CCNC(=O)C[C@@H]1C=C[C@@H](NC(=O)C2CC2)[C@H](CO)O1	-0.8	.	2	14
COc1ccc(NC(=O)Nc2ccc3c(c2)C(=O)N([C@@H](C)CO)C[C@@H](C)[C@@H](CN(C)S(=O)(=O)c2cn(C)cn2)OCCCC[C@H](C)O3)cc1	0.3	-83	-4	13
C[C@H](CO)N1C[C@H](C)[C@H](CN(C)S(=O)(=O)c2ccc(F)cc2)Oc2ncc(C#Cc3ccc(C(F)(F)F)cc3)cc2C1=O	-4.3	112*	6	-49
Cc1noc(C)c1S(=O)(=O)Nc1ccc2c(c1)C(=O)N([C@H](C)CO)C[C@@H](C)[C@H](CN(C)Cc1ccncc1)OCCCC[C@@H](C)O2	1.5	77	1	-3
O=C(c1cccc(F)c1)N1CC(=O)N2[C@H](CO)[C@H](c3ccc(C4=CCCC4)cc3)[C@@H]2C1	0.5	.	-6	-5
COc1ccc(NC(=O)N(C)C[C@@H]2OCc3ccccc3-c3c(n(C)c4ccccc34)C(=O)N([C@H](C)CO)C[C@@H]2C)c(OC)c1	-0.8	17	7	30
C[C@H]1CCCCO[C@H](CN(C)C(=O)c2ccncc2)[C@@H](C)CN([C@@H](C)CO)C(=O)c2cc(NS(=O)(=O)c3cccs3)ccc2O1	1.4	.	.	-48
C[C@H]1CN([C@@H](C)CO)C(=O)c2cccc(NS(C)(=O)=O)c2O[C@H]1CN(C)Cc1ccc2c(c1)OCO2	3.1	26	7	-10
O=C(Nc1cccc(F)c1)N[C@H]1CC[C@@H](CCn2cc(Cc3ccccc3)nn2)O[C@H]1CO	-0.4	-105	-3	0
CCC(=O)N1C[C@@H](C)[C@@H](OC)CN(C)C(=O)c2ccc(NC(=O)c3ccccc3)cc2OC[C@H]1C	0.3	46	.	-18
CC=Cc1ccc2n(c1=O)C[C@H]1[C@H](CO)[C@@H](C(=O)N(C)C)N(CCC)[C@@H]21 (mixture of isomers)	2.2	.	-2	-17
C[C@H](CO)N1C[C@H](C)[C@H](CN(C)S(=O)(=O)c2ccc(Cl)cc2)OCCCC[C@H](C)Oc2ccc(NC(=O)CCC(F)(F)F)cc2C1=O	-2.0	71	6	-77
C/C=C/c1cccc(-c2nc(C(=O)NCc3ccc(OC)cc3)cc3c2[C@@H](CCO)N([S@](=O)C(C)(C)C)C3)c1	-6.4	86	.	-38
C[C@H]1CN([C@@H](C)CO)S(=O)(=O)c2ccc(-c3ccccc3F)cc2O[C@@H]1CN(C)Cc1ccncc1	1.3	116*	-5	-26

Further records.
SMILES	GASC1 inh	Tcruzi prolif	C diff HTS	Pf Dd2 inh
O=C(N[C@@H]1C=C[C@H](CC(=O)N2CCOCC2)O[C@H]1CO)c1ccccn1	-1.3	-7	1	34
CC(C)NC(=O)N(C)C[C@H]1Oc2ccc(NC(=O)Cn3cnnn3)cc2CC(=O)N([C@H](C)CO)C[C@@H]1C	0.8	7	3	7
CCCN1C[C@@H](C)[C@H](OC)CN(C)C(=O)c2cc(NS(=O)(=O)c3cn(C)cn3)ccc2OC[C@@H]1C	0.6	-20	.	19
N#Cc1ccc(-c2ccc(C3[C@H]4CNC[C@@H]3N4C(=O)NC3CCCCC3)cc2)cc1 (some centres undefined)	-2.1	.	10	-9
COc1ccccc1C#Cc1ccc([C@@H]2[C@@H](CO)N3CCCCN(S(C)(=O)=O)C[C@@H]23)cc1	-0.8	77	-4	-13
COC(=O)C[C@H]1CC[C@H]2[C@H](COc3ccc(NC(=O)Nc4c(C)noc4C)cc3C(=O)N2C)O1	0.5	0	2	16
COc1ccc2c3c(n(C)c2c1)[C@H](CO)N(S(C)(=O)=O)CC31CN(C(=O)c2ccccn2)C1	-0.3	.	3	0
N#C[C@H]1[C@H](c2ccccc2-c2ccccc2F)[C@@H](CO)N1C(=O)c1cccc(F)c1	-0.4	.	-1	22
CC(C)NC(=O)Nc1ccc2c(c1)C(=O)N(C)[C@@H]1CC[C@@H](CC(=O)NCc3ccc(F)cc3)O[C@H]1CO2	0.5	-21	19	.
COc1ccccc1-c1ccc2c(c1)O[C@H](CN(C)C)[C@@H](C)CN([C@@H](C)CO)S2(=O)=O	-0.7	106*	-8	-7
CN1[C@@H]2Cn3c(ccc(/C=C/c4ccccc4)c3=O)[C@H]1[C@@H](C(=O)NC1CCCCC1)[C@@H]2CO	0.6	.	2	-1
C[C@@H]1CN([C@@H](C)CO)C(=O)Cc2cc(NS(=O)(=O)c3ccc(Cl)cc3)ccc2O[C@H]1CN(C)C(=O)NC1CCCCC1	0.3	.	-2	-10
C[C@H](CO)N1C[C@H](C)[C@H](CN(C)C(=O)Nc2ccccc2)Oc2ccc(NC(=O)Nc3ccccc3)cc2C1=O	-1.2	18	-2	-13
C[C@@H]1CN([C@H](C)CO)C(=O)c2cc(NS(=O)(=O)c3cccs3)ccc2O[C@@H]1CN(C)S(=O)(=O)c1ccc(F)cc1	0.3	62	-7	3
CC(=O)N(C)C[C@@H]1Oc2cc(C#CCC3CCCC3)ccc2S(=O)(=O)N([C@H](C)CO)C[C@H]1C	-2.1	35	-6	-37
Cc1ccc(S(=O)(=O)NCC[C@@H]2CC[C@@H](NS(=O)(=O)c3ccccc3Cl)[C@H](CO)O2)cc1	-1.2	29	-1	-18
C[C@H](CO)N1C[C@H](C)[C@@H](CN(C)C(=O)c2ccccc2F)Oc2ncc(-c3ccccc3)cc2C1=O	.	.	-3	-16
Cc1ccc(S(=O)(=O)N(C)C[C@H]2Oc3ccc(NC(=O)NC4CCCCC4)cc3CC(=O)N([C@@H](C)CO)C[C@H]2C)cc1	-2.5	3	-1	-9
O=C(C[C@H]1CC[C@H](NC(=O)CN2CCOCC2)[C@@H](CO)O1)NC1CCC1	0.1	.	-1	10
C[C@H](CO)N1C[C@H](C)[C@@H](CN(C)C)OCCCC[C@H](C)Oc2ccc(NC(=O)CCCN(C)C)cc2C1=O	.	20	-2	27
CC(C)NC(=O)N[C@@H]1C=C[C@H](CC(=O)NCc2ccc(Oc3ccccc3)cc2)O[C@@H]1CO	1.0	.	-12	15
CCNC(=O)C[C@H]1CC[C@H](NC(=O)C2CC2)[C@H](CO)O1	0.8	-6	.	-5
COc1cccc(NC(=O)N(C)C[C@H]2OCc3cnnn3CCCC(=O)N([C@H](C)CO)C[C@H]2C)c1	-0.1	11	6	9
CCN1[C@@H]2c3ccc(-c4ccc(F)cc4)c(=O)n3C[C@@H]2[C@@H](CO)[C@@H]1C(=O)Nc1ccccc1	7.8	.	1	-58
C[C@@H]1CN([C@H](C)CO)S(=O)(=O)c2ccc(C#CCN(C)C)cc2O[C@H]1CN(C)S(=O)(=O)c1cccc(F)c1	2.0	.	2	-18

Going on with the list.
SMILES	GASC1 inh	Tcruzi prolif	C diff HTS	Pf Dd2 inh
CO[C@@H]1CN(C)C(=O)c2cc(NS(=O)(=O)CC(F)(F)F)ccc2OC[C@@H](C)N(CC2CCCCC2)C[C@@H]1C	0.9	17	.	8
C[C@H]1CN([C@@H](C)CO)C(=O)c2cc(-c3cccnc3)cnc2O[C@H]1CN(C)Cc1ccc(Oc2ccccc2)cc1	3.0	31&40	2&-2	-22&-38
CCNC(=O)C[C@H]1CC[C@@H]2[C@@H](COc3ccc(NC(=O)c4cccs4)cc3C(=O)N2C)O1	-0.1	56	-6	-6
COc1ccccc1-c1cnc2c(c1)C(=O)N([C@@H](C)CO)C[C@H](C)[C@@H](CN(C)CC1CCCC1)O2	0.1	13	10	4
CN(C)CC(=O)Nc1ccc2c(c1)[C@@H]1C[C@H](CC(=O)N(C)C)O[C@@H](CO)[C@@H]1O2	-1.3	5	-2	12
CC=Cc1ccc2n(c1=O)C[C@@H]1[C@@H](CO)[C@H](C(=O)NCc3ccccc3)N(CCC(F)(F)F)[C@H]21 (mixture of isomers)	3.6	67	1	-4
CCCc1cn(CC[C@@H]2CC[C@H](NC(=O)C3CC3)[C@@H](CO)O2)nn1	1.1	.	0	-13
CNC[C@@H]1Oc2ncc(C#Cc3ccccc3F)cc2C(=O)N([C@@H](C)CO)C[C@@H]1C	1.2	.	.	-63
C[C@H]1CN([C@@H](C)CO)S(=O)(=O)c2ccc(-c3ccc(C#N)cc3)cc2O[C@@H]1CN(C)Cc1cccc(F)c1	-1.5	.	23	-13
CO[C@@H]1CN(C)C(=O)c2cc(NC(=O)c3nc4ccccc4s3)ccc2OC[C@H](C)N(Cc2cccnc2)C[C@@H]1C	-2.0	.	.	-76
COc1ccc(S(=O)(=O)Nc2ccc3c(c2)C(=O)N([C@@H](C)CO)C[C@@H](C)[C@@H](CN(C)S(C)(=O)=O)OCCCC[C@@H](C)O3)cc1	-0.5	52	4	-18
COCC(=O)N1CC(=O)N2[C@H](C1)[C@H](c1ccc(Br)cc1)[C@@H]2CO	-0.3	.	-2	28
C[C@H]1CN([C@@H](C)CO)S(=O)(=O)c2ccc(C#CCN(C)C)cc2O[C@@H]1CN(C)Cc1ccccn1	0.9	101*	-3	-51
Cc1ccc(S(=O)(=O)N(C)C[C@@H]2Oc3c(NC(=O)Nc4ccc(C(F)(F)F)cc4)cccc3C(=O)N([C@@H](C)CO)C[C@H]2C)cc1	-0.5	77	1	-24
C[C@@H]1CN([C@@H](C)CO)C(=O)c2cc(C#Cc3cccnc3)cnc2O[C@@H]1CN(C)C	-3.1	-31	-1	-35
CO[C@H]1CN(C)C(=O)c2ccc(NC(=O)Nc3cccc(F)c3)cc2OC[C@H](C)N(C(=O)Nc2c(C)noc2C)C[C@@H]1C	-0.2	.	.	5
COc1ccc(NC(=O)Nc2ccc3c(c2)CC(=O)N([C@@H](C)CO)C[C@H](C)[C@H](CN(C)Cc2ccc(-c4ccccc4)cc2)O3)cc1	1.6	16	11	0
CCCNC(=O)N1[C@H](CO)[C@@H](c2ccccc2)[C@H]1CNC(C)=O	-0.9	19	6	10
CN(C)C(=O)[C@@H]1[C@@H](CO)[C@@H]2Cn3c(ccc(/C=C/c4ccccc4)c3=O)[C@@H]2N1C(=O)c1cnccn1	2.7	19	-1	-15
